# Assay outcomes deposited in PubChem BioAssay by National Center for Advancing Translational Sciences (NCATS).
# HCMV antiviral – human cytomegalovirus inhibition; hit rate 4.5% among 410,000; activity change, negative = inhibition, % at 57.5 µM; HFF cells, HCMV-luciferase reporter, 72 h; stronger effect = lower value; in the data active = activity change below about -60%; inconclusive = no clear call, values can overlap the other calls; inactive = above about -39%; also: % is scaled to controls: 0 for no effect and ±100 for the full control effect
#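 HFF cells seeded 16 h at 37C, treated with compounds, infected with luciferase-reporter HCMV at MOI 1 PFU/cell; luciferase read at 72 h post infection, normalized to buffer-only and Salinomycin controls.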
# Cycloheximide cs – affects cycloheximide protein synthesis inhibition readout, counter-screen; hit rate 12% among 300,000; cell reporter, cycloheximide protein synthesis inhibition counterscreen; AID 2314; max response, %; in the data active = max response mostly above about 13%, no sharp cut-off; inactive = mostly below about 14%; also: read at 38.3 µM for the half of the compounds with a filed dose; 0% is about no effect
# AmpC detergent – AmpC beta-lactamase inhibition with detergent present; P00811; AmpC hydrolysis of nitrocefin, absorbance 480 nm, 0.01% Triton; Potency, µM (series often up to 114 µM), inactives show top-dose activity change, negative = inhibition, actives largely listed as inhibitors; hit rate 0.041% among 370,000;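 also: potency is read from the fitted curve at half-maximal effect; 0% = no-compound wells and -100% = no-enzyme wells; nearly all actives have a fitted effect of over 25% in size; some results filed as inactive show a strong effect at the top dose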
# Target sequence (P00811 whole entry, looked up): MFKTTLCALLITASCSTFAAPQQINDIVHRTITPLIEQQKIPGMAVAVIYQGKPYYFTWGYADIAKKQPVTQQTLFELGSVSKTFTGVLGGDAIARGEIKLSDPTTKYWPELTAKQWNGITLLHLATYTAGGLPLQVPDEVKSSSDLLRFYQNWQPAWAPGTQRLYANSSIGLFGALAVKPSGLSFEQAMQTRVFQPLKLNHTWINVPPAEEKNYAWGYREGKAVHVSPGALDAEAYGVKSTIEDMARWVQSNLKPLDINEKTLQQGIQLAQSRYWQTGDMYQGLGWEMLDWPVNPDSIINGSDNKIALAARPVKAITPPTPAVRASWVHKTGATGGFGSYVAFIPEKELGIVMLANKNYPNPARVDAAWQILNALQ
#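 AmpC (5.3 nM in the dispensed reagent) in 20 mM phosphate pH 7.0 with 0.01% (detergent screen) or 0.0001% Triton X-100 was preincubated with compounds for 15 min at room temperature. Nitrocefin was then added from an 800 uM solution, and hydrolysis was followed at 480 nm.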
# AmpC no deterg – AmpC beta-lactamase inhibition without detergent; P00811; AmpC nitrocefin hydrolysis, absorbance 480 nm, 0.0001% Triton; Potency, µM (doses to about 57.1 µM), inactives show at the top dose activity change, negative = inhibition, actives largely listed as inhibitors; hit rate 0.52% among 330,000; AID 485341;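 also: potency is read from the fitted curve at half-maximal effect; plate controls were no compound for no effect and no enzyme for full effect; nearly all actives have a fitted effect of over 20% in size; some results filed as inactive show a strong effect at the top dose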
#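 AmpC (5.3 nM in the dispensed reagent) in 20 mM phosphate pH 7.0 with 0.01% (detergent screen) or 0.0001% Triton X-100 was preincubated with compounds for 15 min at room temperature. Nitrocefin was then added from an 800 uM solution, and hydrolysis was followed at 480 nm.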
# Shiga toxin inh – inhibitors of Shiga toxin in Vero cells | Vero cells, Shiga toxin protein synthesis inhibition reporter | inhibition, % at 38.7 µM | hit rate 9.2% among 290,000; in the data active = inhibition mostly above about 28%, no sharp cut-off; inactive = mostly below about 43%; also: 0% is about no effect
# AMA1-RON2 inh – inhibitors of Plasmodium falciparum AMA1-RON2 interaction. hit rate 0.2% among 360,000. AlphaScreen AMA1-biotinylated RON2 peptide binding. Potency, µM (top dose mostly 58.2 µM), for inactives: top-dose activity change, negative = inhibition, most hits filed as inhibitors;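 also: potency is read from the fitted curve at half-maximal effect; 0% = vehicle wells and -100% = peptide control; nearly all actives have a fitted effect of over 45% in size; some results filed as inactive show a strong effect at the top dose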
#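 AMA1 (3D7) with his tag at 25 nM final met compounds first, then biotinylated RON2 peptide at 25 nM; detection used donor plus acceptor beads, 10 µg/mL apiece, read by AlphaScreen after 30 min at room temperature.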
# FBPA Giardia inh – Giardia lamblia aldolase inhibition; Potency, µM (highest dose often 59.6 µM), inactives show top-dose activity, negative = inhibition, hits mostly inhibitors; A8B2U2; hit rate 0.71% among 290,000; purified Giardia FBPA; also: potency is read from the fitted curve at half-maximal effect; % is scaled to controls: 0 for no effect and ±100 for the full control effect; nearly all actives have a fitted effect of over 55% in size
# Target sequence (A8B2U2 whole entry, looked up): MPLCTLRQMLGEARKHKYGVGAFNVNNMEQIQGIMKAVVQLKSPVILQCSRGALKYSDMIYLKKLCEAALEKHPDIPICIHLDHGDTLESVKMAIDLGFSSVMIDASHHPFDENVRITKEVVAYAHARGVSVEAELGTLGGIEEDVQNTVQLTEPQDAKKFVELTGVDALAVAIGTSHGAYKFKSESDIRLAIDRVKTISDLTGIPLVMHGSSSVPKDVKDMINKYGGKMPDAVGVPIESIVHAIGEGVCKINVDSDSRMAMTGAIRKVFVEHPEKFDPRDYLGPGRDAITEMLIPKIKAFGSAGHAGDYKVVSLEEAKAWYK
#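 40 nM FBPA preincubated 10 min at RT with compound (up to 57.5 uM final), then substrate plus GAPDH/TPI/NAD/arsenate coupling and diaphorase/resazurin added. Fluorescence read after 20 min at RT, 525/598 nm.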
# * hit, by the source's call; ? = inconclusive; . = no result given; & = joins results of further samples; [ ] = another dose, or the depositor's remark. Unless noted, calls follow the shape of the dose curve; as a rule, active = well fitted curve in the direction sought with a large enough effect; inconclusive = small, poorly fitted or top-dose-only effect, or another doubt; inactive = no such curve, though single readings can be large; an effect the other way counts as inactive or inconclusive.
1. Cc1cc(NC(=O)c2oc3ccccc3c2C)ccc1-n1cnnn1
2. CSc1ccccc1C(=O)N1CCN(S(=O)(=O)c2sc(C(=O)O)c(C)c2C(=O)O)CC1
3. O=C(/C=C/c1cccs1)Nc1sc2c(c1C(=O)O)CCCC2
4. NCCCN1CCOCC1
5. Cc1ccc(NC(=O)CSc2nnnn2C2CCCC2)cc1S(=O)(=O)N1CCOCC1
6. O=C(CSc1ccc(Cl)cc1)c1ccco1
7. COCc1nn2c(N)c(C#N)cnc2c1-c1ccccc1
8. O=C(CN1C(=O)CSc2ccc(S(=O)(=O)N3CCOCC3)cc21)NCc1ccc(F)cc1
Assay by compound	1	2	3	4	5	6	7	8
HCMV antiviral	17	35	28	39	?	.	-8	?
Cycloheximide cs	16	.	25	0	.	42	-1	-2
AmpC detergent	0%	5%	1%	-4%	?	-5%	-5%	2%
AmpC no deterg	-4%	-17%	-24%	1%	-6%	-31%	-17%	-8%
Shiga toxin inh	32	.	30	14	.	65*	-5	-6
AMA1-RON2 inh	7%	26%	-2%	-4%	-22%	-26%	16%	-3%
FBPA Giardia inh	?	.	15%	1%	.	?	1%	3%

9. Cc1ccc(C(=O)Nc2ccccc2-c2ccccc2)cc1S(=O)(=O)Nc1cccc(C)c1C
10. COc1ccccc1CC(=O)Nc1cccc2c1CCCC2
11. O=C(CCNC(=O)c1ccccc1Cl)Nc1ccc2c(c1)OCO2
12. CC(=O)OC1(c2ccc(C)cc2)CN2CCC1c1ccccc12 (stereo not drawn)
13. C/C(N)=C(/C#N)C(=O)CSc1nnnn1-c1ccc(C)cc1C
14. Cc1cccc(CS(=O)(=O)Cc2ccc(C(=O)NCCc3ccccc3)o2)c1
15. C=CC[C@@H](CC(=O)N(CCO)Cc1ccccc1)C(=O)N[C@H](COC(=O)[C@H](CC=C)CC(=O)OC(C)(C)C)Cc1c[nH]c2ccccc12
16. CCOC(=O)c1c[nH]c2c3c(ccc2c1=O)CCCC3
Assay by compound	9	10	11	12	13	14	15	16
HCMV antiviral	-34	-9	41	-25	-22	-11&-17	-1	-12
Cycloheximide cs	6	0	9	-2	7	17	.	22*
AmpC detergent	-2%	-1%	-10%	-2%	?	4%&8%	.	?
AmpC no deterg	-4%	-22%	10%	45%	-9%	-13%	181%[activator]	-28%
Shiga toxin inh	-8	-7	11	-2	15	-1	.	45
AMA1-RON2 inh	?	-25%	-6%	-2%	6%	-10%	-24%	-8%
FBPA Giardia inh	-5%	1%	3%	-13%	4%	2%	.	-6%[12.9 µM]

17. COc1ccc(Cl)cc1NC(=O)CN(C)S(=O)(=O)c1cccs1
18. COc1ccc(-c2nc(CS(=O)(=O)CC(=O)NC3CCC(C)CC3)c(C)o2)cc1 (stereo not drawn)
19. COc1ccc(C(=O)Nc2ccc(Cn3ccnc3)cc2)cc1OC
20. CC(=O)Nc1ccc(S(=O)(=O)N(C)CC(=O)OCC(=O)N2CC(C)OC(C)C2)cc1 (stereo not drawn)
21. COc1cc(NS(=O)(=O)c2ccc(NC(=S)NC(=O)c3ccc(Br)cc3)cc2)ncn1
22. COc1ccc(CNC(=O)c2cc(=O)c3cc(C)c(C)cc3o2)cc1
23. CCCC(=O)Nc1sc(C)c(-c2ccc(C(C)CC)cc2)c1C#N (stereo not drawn)
24. CCc1nc2ccccc2c(=O)n1NC(=O)c1c(O)c2ccccc2[nH]c1=O
Assay by compound	17	18	19	20	21	22	23	24
HCMV antiviral	-15	-20	147	-1	-19	20	-30	-9
Cycloheximide cs	17	6	13*	.	1	-3	-5	10
AmpC detergent	-3%	-5%	?	?	1%	-18%	-1%	-13%
AmpC no deterg	-14%	57%	-24%	-10%	-31%	-5%	-28%	-5%
Shiga toxin inh	19	3	21*	.	-3	-3	-6	33
AMA1-RON2 inh	-2%	13%	-5%	-24%	-5%	4%	-1%	26%
FBPA Giardia inh	0%	-14%	0%	.	.	4%	2%	0%

25. COC(=O)c1ccccc1NC(=O)CN1CCN(Cc2ccccc2)CC1
26. CCOc1ccccc1N(C(=O)Nc1ccc(Cl)cc1)C1=NCCS1
27. Nc1ncc([N+](=O)[O-])c(Oc2ccccc2F)n1
28. CC(C)(C)c1ccc(NC(=O)CCNC(=O)c2ccco2)cc1
29. Cn1nnnc1SCC(=O)N1CCCc2ccccc21
30. O=C(NCCc1ccccn1)c1ccc(S(=O)(=O)N2CCCCCC2)cc1
31. CN(C)c1cccc2c(C=C(C#N)C#N)ccc(N(C)C)c12
32. O=C(CN1CCCC1=O)NCCc1ccccc1
Assay by compound	25	26	27	28	29	30	31	32
HCMV antiviral	-11	-18	0	67	6	37	12	-24
Cycloheximide cs	2	18	-2	19*	-3	-5	-2	5
AmpC detergent	0%	-2%	6%	-13%	-3%	-1%	-13%	?
AmpC no deterg	107%[activator]	-2%	-15%	-1%	-49%	-7%	-7%	-12%
Shiga toxin inh	-4	12	-10	33	-3	-9	-5	-24
AMA1-RON2 inh	-5%	-4%	-10%	-4%	-3%	-15%	-12%	-6%
FBPA Giardia inh	3%	3%	8%	-9%	-2%	-2%	-14%	3%

33. COc1ccccc1CCNS(=O)(=O)CCNC(=O)c1ccccc1
34. O=C1C=C(O)CC(c2ccco2)C1 (stereo not drawn)
35. Cc1ccc(C(=O)O)c(C(=O)Nc2nc(C)cs2)c1
36. C=CCOc1ccc(C2NC(=S)NC(c3ccccc3)=C2C(C)=O)cc1OC (stereo not drawn)
37. O=C(Oc1ccc2ccccc2c1)C1CCC1
38. O=S(=O)(Nc1ccc2c(c1)OCCO2)c1cccs1
39. CCC1CCCCN1CCCNC(=O)C1CCN(c2ncnc3c2nc2n3CCCCC2)CC1 (stereo not drawn)
40. Clc1ccc(C2CC(c3cccs3)n3ncnc3N2)cc1 (stereo not drawn)
Assay by compound	33	34	35	36	37	38	39	40
HCMV antiviral	-31	10	12	-14	79	-77*	6	9
Cycloheximide cs	.	0	-3	-2	2	54*	-5	-1
AmpC detergent	-23%	?	-8%	1%	-6%	?	-13%	8%
AmpC no deterg	?	-17%	-27%	-6%[2.29 µM]	-6%	-12%	32%	79%[activator]
Shiga toxin inh	.	7	-8	-5	19	83*	-9	-3
AMA1-RON2 inh	6%	32%[activator]	-13%	-17%	6%	14%	-8%	8%
FBPA Giardia inh	.	2%	1%	4%	-13%	-15%	-1%	2%

41. O=C1CN(S(=O)(=O)c2cccc(C(=O)O)c2)c2ccccc2N1
42. N#C/C=C(/N)N1CCN(c2ccc(Cl)c(Cl)c2)CC1
43. CCN(C(=O)CSc1n[nH]c(-c2cc(Cl)ccc2OC)n1)C1CCS(=O)(=O)C1 (stereo not drawn)
44. CCOC(=O)C1=C(CC)Nc2ccccc2N/C1=N\S(=O)(=O)c1ccccc1OC
45. CC1(C#N)c2ccccc2C(Br)=CN1C(=O)c1ccccc1 (stereo not drawn)
46. CCOc1ccc(-c2n[nH]c(C)c2Oc2ccccc2OC)c(O)c1
47. CCCCSc1nnc(-c2ccccc2N)c(=O)[nH]1
48. C/C=C\C=C/C(=O)Nc1cccc(C2=NOC3(C2)C[C@H](C(N)=O)N(C(=O)c2ccc(OC)cc2)C3)c1 (stereo partly drawn)
Assay by compound	41	42	43	44	45	46	47	48
HCMV antiviral	-10	-4	-2	-5	2	25	9	10
Cycloheximide cs	-5	3	.	.	.	-2	28*	-4
AmpC detergent	6%	-4%	-12%	7%	0%	?	4%	-1%
AmpC no deterg	6%	?	61%[activator]	-18%	-12%	-8%	-28%	74%[activator]
Shiga toxin inh	24	-2	.	.	.	-4	77*	-2
AMA1-RON2 inh	-11%	-6%	6%	39%[activator]	5%	15%	-2%	-4%
FBPA Giardia inh	-8%	0%	.	.	.	-6%	6%	-3%

# Structural class, those above with a furan ring, fused or not (5)
1. Cc1cc(NC(=O)c2oc3ccccc3c2C)ccc1-n1cnnn1
6. O=C(CSc1ccc(Cl)cc1)c1ccco1
14. Cc1cccc(CS(=O)(=O)Cc2ccc(C(=O)NCCc3ccccc3)o2)c1
28. CC(C)(C)c1ccc(NC(=O)CCNC(=O)c2ccco2)cc1
34. O=C1C=C(O)CC(c2ccco2)C1 (stereo not drawn)
Assay by compound	1	6	14	28	34
HCMV antiviral	17	.	-11&-17	67	10
Cycloheximide cs	16	42	17	19*	0
AmpC detergent	0%	-5%	4%&8%	-13%	?
AmpC no deterg	-4%	-31%	-13%	-1%	-17%
Shiga toxin inh	32	65*	-1	33	7
AMA1-RON2 inh	7%	-26%	-10%	-4%	32%[activator]
FBPA Giardia inh	?	?	2%	-9%	2%

# (list continues)
49. CC(=O)c1ccc(NC(=O)C2CCN(S(=O)(=O)c3cccc4nonc34)CC2)cc1
50. CCOc1ccc(NC(=O)CN2CCN(C3c4ccccc4-c4ccccc43)CC2)cc1
51. COc1ccc(Nc2oc(-c3ccc(Cl)cc3)nc2C#N)cc1
52. CC1(C)CC(CC(=O)Nc2nccs2)(c2ccccc2)CCO1 (stereo not drawn)
53. O=C(C1CCC1)N1CCN(S(=O)(=O)c2ccccc2)CC1
54. CCCCn1c(N)c(N(CCC)C(=O)C2CCCC2)c(=O)[nH]c1=O
55. CCOc1ccccc1/C=C(/C#N)C(N)=O
56. CCOc1ccc(NS(=O)(=O)c2ccc(OCC(=O)NCc3ccncc3)cc2)cc1
Assay by compound	49	50	51	52	53	54	55	56
HCMV antiviral	0	-6	54	21	-19	-3	-26	11
Cycloheximide cs	-2	2	30*	-5	.	.	1	-1
AmpC detergent	1%	?	0%	-1%	-10%	-20%	7%	6%
AmpC no deterg	0%	32%	-33%	3%	0%	-10%	-3%	17%
Shiga toxin inh	12	17	84*	-14	.	.	-4	-14
AMA1-RON2 inh	3%	-7%	-2%	14%	2%	-3%	-4%	1%
FBPA Giardia inh	-10%	-27%	3%	0%	.	.	-6%	.

57. CN(C)C(=O)CSc1nnc(Cc2ccc([N+](=O)[O-])cc2)o1
58. Cc1ccccc1NC(=O)C(C)c1cccc(C(=O)c2ccccc2)c1 (stereo not drawn)
59. CCC(Oc1ccccc1)C(=O)Nc1ccc(S(=O)(=O)Nc2cnc3ccccc3n2)cc1 (stereo not drawn)
60. Cc1ccc(-c2nc(N/N=C/c3cccc([N+](=O)[O-])c3)c3ccccc3n2)cc1
61. O=[N+]([O-])c1ccc(N2CCNCC2)cc1NCC1CCCO1 (stereo not drawn)
62. N#Cc1cccc(NC(=O)COC(=O)C2CCC2)c1
63. COC(=O)c1sccc1NC(=O)c1ccoc1C
Assay by compound	57	58	59	60	61	62	63
HCMV antiviral	2	-31	29	15	-13	-15	-14
Cycloheximide cs	-3	-3	-3	1	-5	.	-4
AmpC detergent	-1%	-2%	3%	2%	3%	?	-14%
AmpC no deterg	5%	-27%	-28%	-44%	-10%	?	-10%
Shiga toxin inh	5	-16	-4	-6	17	.	12
AMA1-RON2 inh	4%	5%	0%	15%	-6%	1%	-1%
FBPA Giardia inh	0%	-3%	-2%	0%	-2%	.	4%
